E coli growth: bacterial growth inhibition, counter-screen for AddAB inhibitors; 330,000 tested, 0.27% active; inhibition, % at 11.9 µM; E. coli V3065 growth, OD600 absorbance, 18 h;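 active = inhibition above the campaign's mean inhibition across all tested compounds plus 3 SD, cut at about 9.9% in these data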;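 note: uninfected addAB+ strain grown without phage in ampicillin broth; 0% = DMSO wells and 100% = ciprofloxacin 0.95 µg/ml wells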
Tat export inh: blocks Tat-dependent protein export in E. coli; E. coli MC4100 TorA-mCherry Tat export, fluorescence; inhibition, % at 10 µM; 340,000 tested, 0.036% active; AID 488895;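 active = mean replicate inhibition at least 50% and at least half of replicates individually reaching 50%; inconclusive = only one of the two criteria met; inactive = neither criterion met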;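 note: exported cargo escapes ClpAP degradation while cytoplasmic cargo is degraded and loses fluorescence; 0% = median of neutral control wells and 100% = median of NaSCN control wells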
SR-BI DiI-HDL act: activators of SR-BI mediated HDL lipid uptake; CHO ldlA[mSR-BI] cells, DiI-HDL uptake fluorescence, 3 h; 100 = double the neutral-control signal; activation, % at 12.5 µM; 320,000 tested, 0.096% active;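 active = mean replicate activation of at least 60% and every replicate at or above 60%; inconclusive = mean or all-replicate condition met, but not both; inactive = mean below 60% and not all replicates reaching 60%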;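 note: 0% = median plate neutral-control signal and 100% = twice that signal; values of inactives mirror those of a sister screen read the other way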
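Material – SR-BI-overexpressing, LDLR-lacking CHO cells · Medium – BSA-supplemented, HEPES-buffered Ham's F12, pH 7.4 · Doses – single concentration · Times – compound with DiI-HDL co-incubation, 3 h at 37 °C · Measured by – bottom-read fluorescence, 550/595 nm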
phage Ecoli inh: E. coli growth loss with phage present; growth absorbance; inhibition, % at 11.9 µM; AID 651602; 360,000 tested, 0.26% active; in the data active = inhibition above about 11%
SR-BI HDL uptake: blocks mouse SR-BI lipid uptake from DiI-HDL; Q61009; ldlA[mSR-BI] CHO cells, DiI-HDL uptake fluorescence, 3 h; inhibition, % at 12.5 µM; 320,000 tested, 0.96% active;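 active = mean replicate inhibition of at least 70% and a set share of replicates each scoring 70 or more; inconclusive = meets just one of the two criteria; inactive = fails both criteria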;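 note: 0% = median of neutral control wells and 100% = median of positive control wells; values of inactives mirror those of a sister screen read the other way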
Target sequence (Q61009 whole entry, looked up): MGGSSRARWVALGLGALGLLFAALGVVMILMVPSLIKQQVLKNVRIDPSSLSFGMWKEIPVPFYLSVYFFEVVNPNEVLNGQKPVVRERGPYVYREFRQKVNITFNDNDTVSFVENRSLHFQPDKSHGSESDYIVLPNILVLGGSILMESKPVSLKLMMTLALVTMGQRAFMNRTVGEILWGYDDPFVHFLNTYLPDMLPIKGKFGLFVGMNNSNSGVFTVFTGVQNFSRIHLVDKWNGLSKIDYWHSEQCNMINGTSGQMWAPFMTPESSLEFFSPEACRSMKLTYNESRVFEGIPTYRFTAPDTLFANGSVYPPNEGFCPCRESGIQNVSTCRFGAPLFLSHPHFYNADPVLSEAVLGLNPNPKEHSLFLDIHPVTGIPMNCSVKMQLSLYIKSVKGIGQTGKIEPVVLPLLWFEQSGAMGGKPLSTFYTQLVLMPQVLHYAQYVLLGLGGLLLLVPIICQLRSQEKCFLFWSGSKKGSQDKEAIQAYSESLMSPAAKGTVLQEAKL
AddAB inh: less growth of phage-infected E. coli with AddAB. E. coli expressing H. pylori AddAB, absorbance growth. inhibition, % at 11.9 µM. 330,000 tested, 0.29% active; in the data active = inhibition above about 12%;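 note: 0% = vehicle wells of infected cells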
Wnt bcat act: activators of Wnt/beta-catenin signaling; Wnt/beta-catenin reporter cell assay, activator, plate reader; activation, % at 9.35 µM; 300,000 tested, 1.2% active; in the data active = activation above about 30%, passing the limit was not always enough; inconclusive = no clear call, values can overlap the other calls;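 note: 0% = neutral control wells and 100% = positive control wells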
MITF act: increases MITF-driven TRPM1 promoter luciferase signal; SK-MEL-5 TRPM1-promoter luciferase, 24 h; % of positive control, neutral wells = 0; activation, % at 12.5 µM; 300,000 tested, 0.75% active;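 active = mean activation of at least 80% with every replicate also reaching 80%; inconclusive = mean reaches 80% but some replicate falls short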;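 note: 0% = neutral control wells and 100% = parthenolide positive control wells; values of inactives mirror those of a sister screen read the other way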
CAL PDZ FP-1: blocks peptide binding to human CAL PDZ domain | Q9HD26 | purified CAL PDZ, TMR-peptide fluorescence polarization, 1 h | inhibition, % at 20 µM | 330,000 tested, 0.02% active | AID 504414;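 active = highest replicate inhibition of at least 40%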;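 note: plate controls were DMSO neutral control wells for no effect and unlabeled competitor peptide control wells for full effect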
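Read-out basis: mP drop reported as inhibition | Assay system: Tagged CAL PDZ protein CerCALP, purified | Benchmarks: Unlabelled peptide for full inhibition, DMSO wells as neutral | Schedule: 1 h incubation at room temperature before polarization reading | Buffer or medium: Sodium phosphate/NaCl buffer pH 7.4 with TCEP, IgG, Thesit | Doses: Single point, 20 µM | Measured by: Fluorescence polarization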
CAL PDZ FP-2: CAL PDZ (human) peptide binding inhibition | Q9HD26 | purified CAL PDZ, TMR-peptide fluorescence polarization, 1 h | inhibition, % at 24.9 µM | 300,000 tested, 0.92% active | AID 602252;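 active = mean inhibition of at least 30% with at least half of replicates also reaching 30%; inconclusive = no clear call, values can overlap the other calls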;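 note: 0% = DMSO neutral control and 100% = excess unlabeled competitor peptide PRC23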
* = called active by the depositor; ? = inconclusive; / = no result given; & = joins results of further samples; ! = not confirmed by another sample. The order is random. Share with any hit: about 3.6%.

SMILES	E coli growth	Tat export inh	SR-BI DiI-HDL act	phage Ecoli inh	SR-BI HDL uptake	AddAB inh	Wnt bcat act	MITF act	CAL PDZ FP-1	CAL PDZ FP-2
CCn1c(SCc2nc3ccccc3[nH]2)nnc1-c1ccccc1OC	-0.7	2	6	1.0	-6	2.6	/	-11	-0.1	-3
CCN(CC)CCOC(=O)C1(C2CCCCC2)CCCCC1	-2.3	23	17	3.9	1	-4.1	-4	9	0.1	-5
COc1ccc2c(c1)[nH]c1c(=O)n(CCC3=CCCCC3)cnc12	-0.4	-4	1	3.9	-1	-3.2	/	18	/	-4
COc1ccc(Cn2c(=O)cc(C)[nH]c2=S)cc1	0.8	-9	13	1.2	-13	-0.4	-1	-2	0.9	-3
Cc1ccc([N+](=O)[O-])c(C(=O)N/N=C/c2cccs2)c1	0.6	-4	-33	3.1	33	2.5	12	/	-0.9	3
OCCCc1nc2ccccc2n1CCOc1ccccc1	-1.1	5	14	0.3	-14	0.6	/	-7	-1.7	-4
CCOC(=O)c1cc(S(=O)(=O)NCC2CCN(Cc3cccc(C)c3)CC2)cn1C	1.4	-4	-2	4.0	2	3.0	-1	4	-1.0	-4
Cc1cc2occ(CC(=O)N(C)CC(=O)Nc3ccccc3C(F)(F)F)c2cc1C	0.5	4	4	-2.3	-4	0.4	-23	3	-0.5	0
O=C(CC1C(=O)NCCN1Cc1ccc(F)cc1)NCCCn1cccn1 (centres undefined)	-1.9	-2	2	5.5	-2	1.8	13	-7	-1.4	2
O=C(/C=C/c1cccc(Br)c1)OCC(=O)N1CCN(c2ccccc2)CC1	-0.7	4	8	2.1	-8	3.9	-1	/	0.0	-2
CCc1cc2c(=O)c(-c3nc(C)cs3)c(CCCC(=O)O)oc2cc1O	-0.1	-2	45	4.6	-17	-1.8	-6	-25	-0.2	-2
CCOC(=O)c1cc(-c2ccc(C)o2)n[nH]1	3.0	-11	10	0.6	-10	0.4	/	19	-0.9	1
CN[C@@H](C)C(=O)NC[C@H]1O[C@@H](n2cnc3c(N)ncnc32)[C@H](O)[C@@H]1O	0.9	-7	-5	3.2	5	1.4	9	-16	0.9	4
CC(C)(C)S(=O)(=O)c1cnc(N2CCCC2)nc1N	1.7	-1	11	3.3	-11	1.1	-1	3	-0.5	-1
N#C/C(=N\Nc1ccc(S(=O)(=O)N2CCCCCC2)cc1)C(N)=S	-2.4	-4	-23	4.3	23	-0.6	2	7	-0.2	11
CC(=O)N1CCN(S(=O)(=O)c2cccc(C(=O)NC3CC3)c2)CC1	-2.1	-9	11	-0.9	-11	0.2	1	-1	-0.6	/
Cc1cc(C)n(-c2nc3ccccc3nc2N2CCN(C(=O)c3ccc(F)cc3)CC2)n1	0.2	6	9	1.7	-9	-0.6	/	-9	-1.7	-4
O=c1c2ccccc2c(C=NC2CCS(=O)(=O)C2)c(O)n1-c1ccccc1 (centres undefined)	-1.1	-9	18	3.6	-18	2.3	-2	/	-1.8	3
Cc1ccc(S(=O)(=O)NCC(NCc2ccc(F)cc2)c2ccccc2)cc1 (centres undefined)	/	-2	-12	1.1	12	/	1	5	-2.0	-1
COc1ccc(CCN2C(=O)/C(=C\c3ccco3)SC2=S)cc1OC	/	-2	-3	4.3	3	/	-8	3	0.2	5
Cc1ccc(OC(=O)C(C)c2cccc(C(=O)c3ccccc3)c2)cc1 (centres undefined)	-3.7	-2	10	2.4	-10	3.1	-1	4	-0.4	-6
O=S(=O)(c1ccc(Cl)nc1)N1CCN(c2ncccn2)CC1	0.5	-1	/	3.6	/	0.4	2	8	-1.7	1
CN(C)c1ccc(-c2ccc([C@H]3[C@@H]4C=CCC[C@@]4(C)C(=O)N3Cc3ccccc3)c(F)c2)cc1	0.5	-5	-21	0.6	21	2.2	-14	11	1.1	2
CN(C)c1ccc(S(=O)(=O)NCC(=O)N2CCN(S(=O)(=O)c3cccc(F)c3)CC2)cc1[N+](=O)[O-]	/	0	18	1.2	-18	/	-2	/	-0.7	-5
O=c1c(F)cn(C2CCCO2)c(=O)n1Cc1ccccc1F (centres undefined)	-0.3	0	14	0.5	-14	0.5	-2	-10	0.6	-2
COc1ccc(C2/C=C\CN(C(=O)OCC3c4ccccc4-c4ccccc43)CC(=O)N2Cc2cccc(F)c2)cc1 (centres undefined)	-1.2	-1	-14	-3.3	14	0.1	-3	6	-0.4	-1
Cc1cccn2c(=O)c3cc(C(=O)NC4CCCCC4)c(=N)n(Cc4ccc(F)cc4)c3nc12	-1.1	-4	-6	0.3	6	0.7	-7	-18	-0.1	2
COc1ccc(NC(=O)CN2CCN(c3c(C)cccc3C)CC2)cc1	1.3	4	-18	1.3	18	1.5	0	-5	/	-4
Cc1cnn(C(=O)c2oc3ccccc3c2C)c1	-1.3	-3	16	/	-16	1.5	0	9	0.4	-4
CC1C/C(=N/Nc2nc3ccccc3[nH]2)CC(C)(C)C1 (centres undefined)	1.3	-10	19	2.1	-19	0.5	-6	-20	-1.4	0
O=C(NCc1ccc(F)cc1)c1cc(S(=O)(=O)N2CCCCC2)ccc1Cl	-1.8	8	12	5.0	-12	1.0	2	2	-2.2	1
CCS(=O)(=O)N1CCC(C(=O)NCc2ccc(OC)cc2)CC1	3.8	-3	23	1.9	-23	3.8	4	-11	0.8	/
CCOc1ccc(S(=O)(=O)Nc2cc(S(=O)(=O)N(CC)CC)ccc2N2CCCC2)cc1	-2.5	-1	8	2.9	-8	1.4	?	3	0.3	-3
O=C(O)C1=C[C@H](c2ccc(C(F)(F)F)cc2)C[C@H](OCCCCO)O1	-2.2	0	18	1.9	-18	3.1	-6	15	0.8	-3
CCOC(=O)N/N=C(\C)c1ccc(Oc2ncccn2)cc1	-0.6	0	5	5.7	-5	-0.2	0	-7	0.5	2
O=S(=O)(NC1CCCCC1)c1ccc(Cl)s1	0.5	?	-9	1.5	9	-0.4	-1	1	-2.7	-6
COc1cc(-c2cc(OC)c3c(C)oc(C)c3c(=O)c2)ccc1O	-1.9	5	-18	0.2	18	-1.5	-2	0	-2.3	-3
COc1ccc(-c2nn(-c3ccccc3)cc2/C=N/n2cnnc2)cc1OC	-0.6	-6	-69	2.0	69	3.1	/	15	-5.0	-3
CCN(CC)CCCNC(=O)c1nn2c(C(F)(F)F)cc(-c3ccccc3)nc2c1Cl	/	2	-46	-0.1	46	/	-1	3	-0.8	-7
O=C(Nc1cc(S(=O)(=O)N2CCCCC2)ccc1Cl)c1ccc(F)cc1	2.3	-2	-53	1.9	53	0.6	2	-8	-0.1	2
Cc1nc(N)sc1N=Nc1ccc(Br)cc1	-0.2	6	-29	-1.0	29	4.2	/	/	0.1	-1
Cc1ccc(S(=O)(=O)NC(=O)Nc2cccc(S(=O)(=O)N(C)C)c2)cc1	0.9	4	-3	3.3	3	0.5	-1	6	0.5	-6
CCOC(=O)N1CCC(NC(=O)c2ccc3c(c2)N(Cc2ccc(C)cc2)CCS3)CC1	-1.6	-10	-66	2.0	66	-0.8	2	-7	0.1	-1
CCOc1ccc(N2C(=O)c3cccnc3C2Nc2ccc(C)cc2)cc1 (centres undefined)	-0.1	0	-3	3.4	3	0.6	/	-3	/	0
CCN(CC)c1ccc(-c2nnc(SCC(=O)Nc3ccccc3C#N)n2-c2ccccc2)cc1	1.4	2	-66	1.0	66	1.4	-1	-30	-0.1	-1
CCCSC1=C(C#N)C(c2cccnc2)C(C(=O)OCC)=C(c2ccccc2)N1 (centres undefined)	0.8	17	15	0.6	-15	2.2	/	/	0.5	/
CCOC(=O)c1c(C)[nH]c(-c2csc(C)n2)c1C	0.8	4	-16	-0.1	16	2.2	6	58	0.9	-2
Cc1nc(N2CCN(C(=O)c3ccco3)CC2)nc2c1C(=O)CC(C)C2 (centres undefined)	0.9	-1	-10	1.7	10	-0.1	5	20	-1.4	0
CC(=O)N1CCN(S(=O)(=O)c2cccc(C(=O)Nc3nc4ccccc4[nH]3)c2)CC1	2.2	2	24	2.1	-24	5.3	0	/	-2.0	-2
COc1ccc(C(=O)OCc2cc(=O)n3c(C)csc3n2)cc1F	0.0	-2	-12	0.8	12	-0.9	19	106*	-2.0	1
COc1cc2c(c(OC)c1OC)-c1ccc(N(C)CC(OC)OC)c(=O)cc1[C@@H](NC(C)=O)CC2	-1.0	-9	21	-0.9	-21	1.2	-14	-70	-1.5	1
CN1CCN(C(=O)CCCN2C(=O)/C(=C/c3ccccc3)SC2=S)CC1	-1.4	3	/	0.4	/	1.8	-4	8	0.3	/
CN(CC(=O)Nc1ccccc1Br)C(=O)c1ccncc1	0.9	12	12	3.0	-12	3.7	3	8	-1.0	-2
CCCCc1nc(Cl)c(CO)n1Cc1ccc(-c2ccccc2-c2nn[nH]n2)cc1	1.5	-7	4	2.1	-4	-0.5	-2	2	0.4	-6
CCOC(=O)N1CCC(NC(=O)CSCc2cnn(-c3ccccc3)c2-n2cccc2)CC1	-1.2	6	-34	3.1	34	-2.4	/	-13	0.1	3
COC(=O)C1=C(C)NC(C)=C(C(=O)OC)C1C(=O)OC(C)C(=O)c1ccccc1 (centres undefined)	-0.9&1.0	-6&-3	6&3	-0.3&3.4	-6&-3	1.9&-0.2	4&0	-3	-0.5&-0.9	50*!
COc1ccc(Nc2nnc(Cc3ccccc3)c(=O)[nH]2)c(OC)c1	-2.0	-15	-6	4.0	6	0.3	-2	-9	-1.3	21
O=C(COC(=O)/C=C/c1ccc(S(=O)(=O)N2CCCCCC2)cc1)NCc1ccccc1Cl	0.0	-11	38	1.6	-38	2.8	3	-6	-2.6	-2
COC(=O)c1cn(-c2nc(C)c3c(n2)CCC3)nn1	-1.6	-3	-1	-0.5	1	0.3	1	26	1.5	-5
Cc1cc(NC(=O)Cc2cn3ccsc3n2)n(-c2ccccc2)n1	1.0	7	/	0.8	/	1.1	/	0	0.3	1
Cc1ccc(NC(=O)/C(=C/c2cccc(Br)c2)NC(=O)c2ccco2)cc1	-1.6	-9	-4	3.6	4	1.3	-4	0	-1.9	-4
Cc1nc(C)c(-c2nnc(-c3ccccc3Cl)o2)cc1C(=O)NN	-0.7	-4	/	1.4	/	1.3	-2	14	-1.4	1
O=C1CCc2cc(NS(=O)(=O)c3ccc(Cl)cc3)cc3c2N1CC3	1.4	4	-20	1.5	20	-0.5	-2	12	-3.1	-3
